FBW7 activator: FBW7 E3 ligase activators, primary screen, biochemical, AlphaScreen, human; normalized activity (activation), % at 26.1 µM; AlphaScreen FBW7–phospho-cyclin E peptide binding, activator screen; AID 1259310, 2017; hit rate 0.13% among 650,000; in the data active = normalized activity above about 1.9%;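 also: purified mutant Fbw7 with reduced substrate affinity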
GPR151 activ: activators of human GPR151, primary screen, cell-based, PathHunter beta-arrestin, luminescence; G-protein coupled receptor 151 (Homo sapiens), Q8TDV0; PathHunter beta-arrestin GPR151 cells; activation, % at 11.2 µM; hit rate 1% among 650,000; in the data active = activation above about 4.9%;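 also: 0% = median of compound wells and 100% = cells with positive control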
Target sequence (Q8TDV0 whole entry, looked up): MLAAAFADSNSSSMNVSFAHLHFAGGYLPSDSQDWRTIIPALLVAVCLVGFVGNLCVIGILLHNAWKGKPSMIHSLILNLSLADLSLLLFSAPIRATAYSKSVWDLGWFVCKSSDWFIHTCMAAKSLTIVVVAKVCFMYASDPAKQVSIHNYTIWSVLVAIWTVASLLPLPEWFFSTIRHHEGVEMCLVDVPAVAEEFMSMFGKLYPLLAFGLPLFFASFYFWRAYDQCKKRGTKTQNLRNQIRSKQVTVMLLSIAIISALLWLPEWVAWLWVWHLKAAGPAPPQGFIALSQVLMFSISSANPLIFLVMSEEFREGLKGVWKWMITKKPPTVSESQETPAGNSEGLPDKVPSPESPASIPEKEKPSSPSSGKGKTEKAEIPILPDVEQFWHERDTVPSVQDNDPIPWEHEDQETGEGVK
TEAD-YAP inh: TEAD-YAP interaction inhibition, primary screen, TEAD-YAP interaction inhibitor project, luminescence, HEK-TIYL cells. TEAD-Gal4/YAP UAS-luciferase luminescence. hit rate 1.4% among 640,000. inhibition, % at 9.12 µM; in the data active = inhibition above about 32%;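 also: 0% = median of test compound wells and 100% = reference inhibitor wells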
MITF primary: MITF inhibitors, primary screen, biochemical, AlphaScreen, human | Microphthalmia-associated transcription factor (Homo sapiens), O75030 | AlphaScreen MITF homodimerization, bead proximity signal | inhibition, % at 2.6 µM | hit rate 0.91% among 650,000; in the data active = inhibition above about 50%;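 also: 0% = vehicle wells with protein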
Target sequence (O75030 whole entry, looked up): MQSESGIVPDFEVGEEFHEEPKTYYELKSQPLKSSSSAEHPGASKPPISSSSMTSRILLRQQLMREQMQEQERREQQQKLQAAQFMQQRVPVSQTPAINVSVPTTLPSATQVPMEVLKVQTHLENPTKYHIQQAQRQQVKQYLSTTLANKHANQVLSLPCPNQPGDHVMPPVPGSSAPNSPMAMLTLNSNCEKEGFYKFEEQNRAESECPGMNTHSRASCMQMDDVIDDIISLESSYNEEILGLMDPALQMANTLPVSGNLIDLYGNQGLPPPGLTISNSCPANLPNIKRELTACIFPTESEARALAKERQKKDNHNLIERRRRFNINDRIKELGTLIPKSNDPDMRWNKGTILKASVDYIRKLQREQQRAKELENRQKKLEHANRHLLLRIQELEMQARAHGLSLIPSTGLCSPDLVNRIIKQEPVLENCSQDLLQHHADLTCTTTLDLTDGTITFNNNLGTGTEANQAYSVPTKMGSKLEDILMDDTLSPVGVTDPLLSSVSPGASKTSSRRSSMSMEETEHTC
An asterisk follows results filed as active. Outcome played no part in choosing rows; 3.4% or so of the library scored in one or more.

SMILES	FBW7 activator	GPR151 activ	TEAD-YAP inh	MITF primary
COc1cc(C(=O)/C(=C/c2ccccc2F)c2nc3ccccc3o2)cc(OC)c1OC	0.1	-2.2	-3	6
O=C(Nc1c2n(c(=S)n(-c3ccccc3)c1=O)CCC2)c1ccccc1	0.2	1.6	-11	2
CN1C(=O)C(C)(C)c2cc(S(=O)(=O)N3CCN(c4ccc(Cl)cc4)CC3)ccc21	0.1	-0.7	3	43
CCOC(=O)c1ccc(-n2c(C)cc(/C=N/NC(=O)c3ccccn3)c2C)cc1	-0.1	0.1	-30	29
COC(=O)C1=C(C)N(c2ccc(OC)cc2)C(=O)/C1=C\c1ccccc1O	0.2	0.3	14	14
N#Cc1c(NCCN)nc(-c2ccccc2)c2c1CCCC2	0.3	0.1	-25	1
Cc1onc(-c2ccccc2Cl)c1C(=O)Nc1ccc(C(C)(C)C)cc1[N+](=O)[O-]	-0.6	-1.2	10	20
Cc1sc(NC(=O)Cc2ccc(Br)cc2)c(C#N)c1C	-0.7	-0.5	1	-18
O=C(Nc1cc([N+](=O)[O-])ccc1Cl)C1CC1	0.0	-1.6	-1	-3
CCOCCOC(=O)c1ccc(NC(=O)c2ccccc2Br)cc1	0.4	-1.0	-1	1
CC(C)c1nc2ccccc2n1C(C)C	0.1	-1.7	0	6
Cc1ccc(O)c(NC(=O)c2cc(CC(C)C)on2)c1	0.7	-0.4	-77	9
O=C(CN1CCC(O)(c2cccnc2)CC1)OC1CCCCC1	0.7	-1.4	-1	-8
Cc1ccc(-c2cc(C(=O)Nc3nc4ccc(Br)cc4s3)c3ccccc3n2)s1	0.1	-0.8	7	-2
COc1ccccc1C(=O)Nc1ccccc1NC(=O)/C=C\c1cccs1	-0.2	1.3	-1	15
O=C(CCSc1nc2ccccc2o1)Nc1ccc(Br)cc1	0.1	2.2	-6	0
COc1cc2nc(CN3CCCN(C(=O)c4ccco4)CC3)nc(N)c2cc1OC	-0.1	0.2	-2	6
CC(COc1ccccc1)NCCc1nc(-c2ccccc2)c2cnccn12 (stereo not given)	-0.1	0.1	-7	19
O=C(CSc1nc2sc3c(c2c(=O)n1-c1ccccc1)CCC3)Nc1ccccc1[N+](=O)[O-]	-0.2	0.9	-1	7
COc1ccc(OC(=O)c2ccncc2)cc1	0.2	1.2	-3	11
N#C/C(=C\c1ccco1)c1nc(-c2cc3cc(Br)ccc3oc2=O)cs1	0.2	-0.1	-2	-7
O=C(CSc1nc2ccccc2n1CC(=O)N1CCOCC1)NCc1cccs1	0.0	1.2	-8	3
O=c1c2ccccc2nc(/C=C/c2coc([N+](=O)[O-])c2)n1CCO	-0.2	0.5	14	13
CCN(CCn1cccn1)C(=O)CCc1nnc(Cc2cc(OC)ccc2OC)o1	0.1	-0.8	-54	-24
Cc1ccc(S(=O)(=O)N(CC(=O)Nc2c(C)cccc2C)c2cccc(Cl)c2)cc1	-0.2	0.8	6	11
COc1ccc(C(=O)N2CCN(c3cccc(C)c3C)CC2)cc1[N+](=O)[O-]	-0.1	1.4	3	12
CCN(CC)c1ccc2c(c1)OC(=C(C#N)C#N)C=C2C	0.0	2.2	-7	0
CCOC(=O)C1=C(C)N=c2s/c(=C\c3ccc(-c4cc([N+](=O)[O-])ccc4OC)o3)c(=O)n2C1c1ccc2c(c1)OCO2 (stereo not given)	-0.2	-0.9	-1	-9
N#CC1=C(N)N(c2cccc([N+](=O)[O-])c2)C2=C(C(=O)CCC2)C1c1ccc2c(c1)OCO2 (stereo not given)	0.0	0.6	-6	10
COc1cccc(CNC(=O)c2ccc3c(c2)NC(=O)C(CS(=O)(=O)Cc2cccc(C)c2)N3)c1 (stereo not given)	0.1	3.4	3	3
O=C(NCCc1ccncc1)c1ccc(-n2cccc2)cc1	0.1	-0.4	-15	8
CCC(C)N(C(=S)Nc1cccc(Cl)c1)C1CCN(C(C)=O)CC1 (stereo not given)	0.1	0.5	0	-5
O=C(Cc1c[nH]c2ccccc12)Nc1cc(Cl)ccc1O	0.8	-0.8	17	14
COc1ccc(C)cc1NC(=O)CN1C(=O)CN(c2ccccc2)C1=O	0.1	-1.8	-3	18
COc1ccc(-n2c(SCc3ccccc3)nc3c(c2=O)C2(CCCC2)Cc2ccccc2-3)cc1	0.1	1.4	-3	3
CCn1c2ccccc2c2cc(CN3CCC4(CCC(=O)N4C)CC3)ccc21	0.0	-1.1	-8	4
O=C(NCc1cn(-c2ccncc2)nn1)c1cccc(Br)c1	0.0	-0.9	-4	-5
COC(=O)CCCNCc1c(C(=O)N2CCCCCCC2)nc2ccc(Cl)cn12	-0.1	0.2	-4	14
CCN1CCN(c2cc(C)c3cc(NC(=O)c4cccs4)ccc3n2)CC1	-0.4	2.0	-64	-6
O=C(CN(C(=O)c1csnn1)c1cccc2c1CCCC2)NC1CCCC1	0.2	1.2	5	5
Cn1c2c(c(=O)n(C)c1=O)C(c1ccc(OC(=O)CN3C(=O)c4ccccc4C3=O)cc1)C1=C(N2)c2ccccc2C1=O (stereo not given)	-0.1	0.1	10	1
Cc1c(-c2ccccc2)c(=O)oc2cc(OCC#N)ccc12	0.1	6.5*	11	-3
COc1cc(-c2nc3c([nH]2)c(=O)[nH]c(=O)n3C)ccc1O	0.0	-1.3	-3	-4
O=[N+]([O-])c1cccc(S(=O)(=O)Nc2ccc(O)c(Sc3nc4ccccc4s3)c2)c1	-0.1	3.2	-10	2
COC(Nc1ccc([N+](=O)[O-])cc1)C(=O)c1cccs1 (stereo not given)	-0.1	-0.1	-9	7
COc1ccc(CNc2nc(C)nc3c2nnn3Cc2ccccc2)c(OC)c1	0.0	-0.5	-4	12
CC1CCCCN1CCNC(=O)c1nc(-c2cccnc2)no1 (stereo not given)	0.1	-1.2	3	2
CC1=NC(C)(C)CC12C=CC(=O)c1ccccc12 (stereo not given)	0.2	0.0	-10	14
O=C(CSc1nnnn1-c1ccc2c(c1)OCO2)N1c2ccccc2Sc2ccc(Cl)cc21	0.3	-1.0	-15	15
COC(=O)c1ccc(-n2c(/C=C/c3ccc(OCc4ccc(Cl)c(Cl)c4)cc3)nc3ccccc3c2=O)cc1	0.0	0.5	-3	-16
COc1ccc(Cl)cc1C(=O)NCc1nc(-c2cccc(C)c2)no1	-0.3	-0.1	2	5
O=C1OC(c2ccccc2)=N/C1=C\c1ccc(-c2ccc(Br)cc2)o1	0.1	0.0	-4	8
COc1ccc(/C=C/C(=O)O)cc1S(=O)(=O)N1CCc2ccccc21	0.1	0.2	2	10
Cc1c(CCNC(=O)CC2C(=O)NCCN2C(C)C)c2ccccc2n1-c1ccccc1 (stereo not given)	0.0	-0.7	1	5
COc1cc(NC(=O)Cn2nc([N+](=O)[O-])cc2C)c(OC)cc1Cl	-0.2	0.2	-9	3
COc1ccc(-c2cc3c(SCC(=O)NCc4ccc(Cl)cc4)nccn3n2)cc1	0.9	0.8	-15	1
C[C@@H]1NC(=O)[C@H]2CN(Cc3cnn(-c4cccc(F)c4)c3)CCN2C1=O	0.9	-1.8	-6	7
COc1cc(C(=O)NNC(=O)c2ccc(NC(=O)c3ccco3)cc2)cc(OC)c1OC	0.1	0.2	-5	40
Cc1ccc2c(c1)CN(CC(=O)N1CCC(C(=O)N3CCOCC3)CC1)CC(C)O2 (stereo not given)	0.2	-0.6	-10	-8
CCOC(=O)c1sc(=S)n(Cc2ccccc2)c1N	0.5	0.9	2	9

Record cards (already shown). Order of values: FBW7 activator, GPR151 activ, TEAD-YAP inh, MITF primary
COc1cc2nc(CN3CCCN(C(=O)c4ccco4)CC3)nc(N)c2cc1OC is entered as -0.1, 0.2, -2, 6
COc1ccc(-n2c(SCc3ccccc3)nc3c(c2=O)C2(CCCC2)Cc2ccccc2-3)cc1 is entered as 0.1, 1.4, -3, 3

Carrying on:
SMILES	FBW7 activator	GPR151 activ	TEAD-YAP inh	MITF primary
Brc1ccc(-c2nc3ccccc3nc2-c2ccc(Br)cc2)cc1	0.1	-1.1	-2	10
Cc1cccc(-n2nnc(C(=O)NCc3cccs3)c2N)c1	-0.1	0.1	-16	5
OCCN1CCN(c2ncnc3c2c(-c2ccccc2)cn3-c2ccccc2)CC1	-0.4	0.0	-23	0
COc1cc(C(=O)Nc2ccc3c4c(cccc24)C(=O)N3c2ccccc2)cc(OC)c1OC	0.1	0.3	3	-3
O=C1CCCCC1(C(=O)c1ccc([N+](=O)[O-])cc1)c1ccccn1 (stereo not given)	0.1	1.6	13	-5
Cc1cccc(NC(=O)C2=CC3C=CC=CC3OC2=O)c1C (stereo not given)	0.0	0.6	-3	13
CCOC(=O)c1c(NC(=O)C(C)Sc2nnc(CNC(=O)c3ccccc3OC)n2C)sc2c1CCC2 (stereo not given)	0.3	1.2	7	4
O=C(OC1CCCCC1)c1cc2cc(Br)ccc2oc1=O	-0.1	1.0	-4	2
Cc1ccc(/C=N/NC(=O)CNC(=O)c2cccc(F)c2)o1	0.1	-0.9	3	14
c1ccc(CN2CCN(Cc3ccncc3)CC2)cc1	0.1	-0.4	6	80*
CCOc1cc(/C=C2/SC(=Nc3ccccc3)NC2=O)ccc1OCc1ccc([N+](=O)[O-])cc1	0.0	0.2	-6	2
N#Cc1c2c(c(Cl)n3c1nc1ccccc13)CCC2	1.9*	0.2	2	11
COCCNC(=O)CSc1c2c(nc3ccc(Cl)cc13)CCCC2	-0.3	0.4	8	12
CCC(C)NCCOc1cc(C)ccc1Cl (stereo not given)	0.2	0.3	6	26
N#Cc1ccccc1NC(=O)CN1c2cccc3cccc(c23)S1(=O)=O	0.1	-0.5	7	15
O=[N+]([O-])c1cc(C2SCCN2S(=O)(=O)c2ccc3ccccc3c2)ccc1Cl (stereo not given)	0.2	-0.2	11	8
CN(CCO)CC(C)(C)NS(=O)(=O)c1ccccc1	0.0	-0.9	-4	-14
O=C1C(c2ccc(F)cc2)N(C2CCCCC2)C(=O)CN1C1CCCCCC1 (stereo not given)	0.6	8.6*	11	6
COc1cc(N/N=C/c2ccc(Br)cc2)ncn1	-0.1	-0.4	-43	5
COc1ccc(CNc2c(-c3cc4c(cc3Cl)OCO4)nc3cnccn23)cc1	0.2	0.5	1	-18
CC1CCN(C(=O)/C(=C\c2ccccc2)NC(=O)c2ccc(Cl)cc2Cl)CC1	0.2	-0.6	-4	0
O=C(CSc1nnc(-c2ccncc2)n1Cc1ccco1)OC1CCCCC1	0.3	0.1	-7	21
COc1cc2ccccc2cc1C(=O)Nc1cccc(F)c1	0.1	1.6	-89	11
O=C(N[C@H]1C[C@H]2C(=O)N[C@@H](Cc3ccc(Cl)cc3)C(=O)N2C1)Oc1ccccc1	-0.1	1.4	1	-5
OC(CNC1CC1)COC1CCCc2ccccc21 (stereo not given)	-0.2	-0.5	16	32
COc1ccc(Cl)cc1Nc1nc(-c2cc3cc(Cl)ccc3oc2=O)cs1	-0.2	0.3	6	-7
Cc1cc(NC(=O)CN2CCC(c3nc4ccccc4[nH]3)CC2)no1	0.2	-0.7	2	9
COc1cc(/C=C2\C(=O)N(c3ccc(Cl)c(C(=O)O)c3)N=C2C)cc([N+](=O)[O-])c1O	-0.1	-2.0	-5	11
COC(=O)CNC(=O)CC(=O)OC	-0.1	0.6	-1	4
CCCS(=O)(=O)N1CCC(C(=O)NCCN(CC(C)C)CC(C)C)CC1	0.4	-0.2	7	15
NC(=O)C1(N2CCCCC2)CCN(c2ccc3nnc(-c4ccccc4)n3n2)CC1	-0.1	0.7	-5	2
O=[N+]([O-])c1ccc(Cl)cc1NN=C1C2CC3CC1CC(O)(C3)C2	-0.2	-1.3	-4	5
O=C(Cn1ncn2cccc2c1=O)NCCc1ccc(Cl)cc1	-0.1	1.0	1	0
CCCc1ccc(-c2ccc(OC(=O)C3CCCCC3)cc2)nc1	-0.1	-1.6	73*	0
COc1ccc(S(=O)(=O)Nc2cc(C)ccc2OC)cc1Cl	0.1	-0.7	-13	13
Ic1ccc(-c2cn3c(n2)sc2ccccc23)cc1	1.1	0.7	-38	14

Fetched by compound from the list above:
SMILES	FBW7 activator	GPR151 activ	TEAD-YAP inh	MITF primary
O=C(Cn1ncn2cccc2c1=O)NCCc1ccc(Cl)cc1	-0.1	1.0	1	0
Ic1ccc(-c2cn3c(n2)sc2ccccc23)cc1	1.1	0.7	-38	14
O=[N+]([O-])c1ccc(Cl)cc1NN=C1C2CC3CC1CC(O)(C3)C2	-0.2	-1.3	-4	5
COc1ccc(S(=O)(=O)Nc2cc(C)ccc2OC)cc1Cl	0.1	-0.7	-13	13
COC(=O)CNC(=O)CC(=O)OC	-0.1	0.6	-1	4
COc1cc(/C=C2\C(=O)N(c3ccc(Cl)c(C(=O)O)c3)N=C2C)cc([N+](=O)[O-])c1O	-0.1	-2.0	-5	11
COc1ccc(Cl)cc1Nc1nc(-c2cc3cc(Cl)ccc3oc2=O)cs1	-0.2	0.3	6	-7

Carrying on.
SMILES	FBW7 activator	GPR151 activ	TEAD-YAP inh	MITF primary
COc1ccc(NS(=O)(=O)c2ccc(N)cc2)cc1	0.0	0.1	6	8
Cc1ccc(N=C2SC(C(=O)NCCc3ccccc3)CC(=O)N2C)cc1C (stereo not given)	0.1	0.6	1	21
c1ccc(Cn2ncc3c(Nc4ccc5ccccc5c4)ncnc32)cc1	0.3	2.4	1	-1
Cn1cnn(C2CC(=O)C3OCC2O3)c1=S (stereo not given)	0.1	0.1	0	5

Screening data as filed in PubChem BioAssay.
